Assay outcomes from PubChem BioAssay.
PKA-R1A act – activates the PKA-R1A holoenzyme complex. PKA-R1A dissociation, Cy5-IP20 fluorescence polarization; scaled: DMSO 0%, 113 µM cGMP 100%. activation, % at 11.4 µM. hit rate 0.083% among 340,000;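 active = percent activation above the mean of all tested compounds plus 3 SD, cut at about 19% in these data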;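 also: higher means more PKAc released from R1A so a rise in polarization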
SUMO Mot1 rescue – inhibitors of SUMOylation pathway: yeast Mot1-301 growth rescue | S. cerevisiae Mot1-301 growth rescue, ATP luminescence, 38.5C; percent above DMSO median, 100 means doubled | growth rescue, % at 18.8 µM | hit rate 1% among 320,000;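 active = every valid replicate shows activation above 250% relative to neutral control wells; inactive = the rest, any valid replicate at or below 250%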;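 also: OY570 slx delta 5 strain wells were the positive control but not used for scaling; some compounds called inactive have numbers as strong as hits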
E coli growth – counter-screen for AddAB inhibitors: E. coli growth inhibition; inhibition, % at 11.9 µM; E. coli V3065 growth, OD600 absorbance, 18 h; AID 449728; hit rate 0.27% among 330,000;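 active = inhibition above the campaign's mean inhibition across all tested compounds plus 3 SD, cut at about 9.9% in these data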;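 also: uninfected addAB+ strain grown without phage in ampicillin broth; 0% = DMSO wells and 100% = ciprofloxacin 0.95 µg/ml wells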
AddAB inh – less growth of phage-infected E. coli with AddAB; E. coli expressing H. pylori AddAB, absorbance growth; inhibition, % at 11.9 µM; hit rate 0.29% among 330,000; AID 435030; in the data active = inhibition above about 12%;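 also: 0% = vehicle wells of infected cells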
Tat transport – E. coli Tat transport inhibition; E. coli MC4100 TorA-mCherry Tat export, fluorescence; inhibition, % at 10 µM; hit rate 0.036% among 340,000;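 active = mean replicate inhibition at least 50% and at least half of replicates individually reaching 50%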;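 also: exported cargo escapes ClpAP degradation while cytoplasmic cargo is degraded and loses fluorescence; 0% = median of neutral control wells and 100% = median of NaSCN control wells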
HTR5A ag – HTR5A agonism, opioid heterodimer counter-screen | P47898 | HTR5A agonist assay, luminescence, cell-based | activation, % at 9.3 µM | hit rate 0.61% among 340,000 | AID 504692; in the data active = activation mostly above about 9.5%, no sharp cut-off; inactive = mostly below about 7.6%;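 also: 0% = cells with vehicle only and 100% = reference agonist; strong numbers were not always called active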
Target sequence (P47898 whole entry, looked up): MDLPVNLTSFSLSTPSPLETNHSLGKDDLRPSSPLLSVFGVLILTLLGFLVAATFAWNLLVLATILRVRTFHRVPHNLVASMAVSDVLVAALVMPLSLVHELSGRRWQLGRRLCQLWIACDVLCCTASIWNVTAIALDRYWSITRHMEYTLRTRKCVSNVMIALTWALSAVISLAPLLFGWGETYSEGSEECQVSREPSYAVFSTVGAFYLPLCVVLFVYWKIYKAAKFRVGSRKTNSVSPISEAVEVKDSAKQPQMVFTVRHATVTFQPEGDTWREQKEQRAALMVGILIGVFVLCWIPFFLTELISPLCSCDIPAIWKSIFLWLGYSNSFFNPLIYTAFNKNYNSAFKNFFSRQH
PKA-R2B act – activators of human PKA-R2B complex. activation, % at 11.4 µM. PKA-R2B holoenzyme dissociation, Cy5-IP20 fluorescence polarization; R2B truncated from residue 108, S112A mutant; 0% DMSO only, 100% 113 µM cGMP. hit rate 0.079% among 340,000. AID 504700;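 active = activation above a cutoff set at the mean over all compounds plus 3 SD, cut at about 18% in these data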;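 also: higher means more holoenzyme dissociation and a rise in polarization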
phage Ecoli inh – E. coli growth loss with phage present; hit rate 0.26% among 360,000; inhibition, % at 11.9 µM; growth absorbance; in the data active = inhibition above about 11%
DAGLB inhibitor – blocks human DAGLB lipase activity. Q8NCG7. HEK293T DAGLB membrane lysate, EnzChek fluorogenic substrate. inhibition, % at 5.17 µM. hit rate 0.059% among 340,000; in the data active = inhibition above about 34%;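 also: 0% = enzyme with vehicle and 100% = wells lacking enzyme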
Target sequence (Q8NCG7 whole entry, looked up): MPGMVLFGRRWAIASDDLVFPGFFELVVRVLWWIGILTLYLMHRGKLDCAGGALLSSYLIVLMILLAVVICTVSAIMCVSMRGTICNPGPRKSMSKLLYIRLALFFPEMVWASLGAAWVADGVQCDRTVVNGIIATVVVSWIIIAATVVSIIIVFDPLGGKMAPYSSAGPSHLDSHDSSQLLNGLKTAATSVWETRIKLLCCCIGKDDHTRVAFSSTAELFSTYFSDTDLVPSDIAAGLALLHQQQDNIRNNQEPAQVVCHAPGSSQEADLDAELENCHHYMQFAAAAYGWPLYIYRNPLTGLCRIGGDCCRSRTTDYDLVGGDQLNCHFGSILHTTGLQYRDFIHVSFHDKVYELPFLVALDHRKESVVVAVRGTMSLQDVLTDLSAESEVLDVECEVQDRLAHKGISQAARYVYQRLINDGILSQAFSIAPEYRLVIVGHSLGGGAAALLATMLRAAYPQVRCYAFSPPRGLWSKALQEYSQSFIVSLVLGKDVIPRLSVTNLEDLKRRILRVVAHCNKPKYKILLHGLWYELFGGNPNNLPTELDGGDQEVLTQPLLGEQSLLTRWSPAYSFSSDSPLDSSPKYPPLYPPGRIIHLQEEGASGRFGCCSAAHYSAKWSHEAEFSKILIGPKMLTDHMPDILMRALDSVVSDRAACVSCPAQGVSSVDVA
CDK5 p35 inh – blocks human CDK5/p35 kinase activity; AID 488839; Recombinant CDK5/p35, ADP-Glo luminescence, 60 min; hit rate 0.01% among 330,000; inhibition, % at 10 µM;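 active = highest replicate inhibition of at least 50% and at least 75% of replicates reaching 50%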;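 also: plate controls were DMSO neutral control for no effect and GW8510 at 10 µM for full effect; many of its hits are not listed in these tables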
HTR5A inv ctr – HTR5A inverse agonism, opioid heterodimer counter-screen | inhibition, % at 9.3 µM | hit rate 0.083% among 340,000 | AID 504634 | P47898 | HTR5A cell line, luminescence; in the data active = inhibition mostly above about 23%, no sharp cut-off; inactive = mostly below about 18%;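 also: 0% = cells with DMSO and 100% = no-cell wells with DMSO; some compounds called inactive have numbers as strong as hits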
* marks the source's active call; other numbers are inactive results; . = not tested or not shown. Outcome played no part in choosing rows; 2.3% or so of the library scored in one or more.

smiles,PKA-R1A act,SUMO Mot1 rescue,E coli growth,AddAB inh,Tat transport,HTR5A ag,PKA-R2B act,phage Ecoli inh,DAGLB inhibitor,CDK5 p35 inh,HTR5A inv ctr
O=C1c2ccccc2NC(c2cccc(O)c2)N1O (stereo unspecified),-14,-10,4.6,0.7,-7,0,-7,2.8,4,0.8,2
CC(C)CCN1CCC(CN2C(=S)NC[C@@H]2Cc2ccccc2)CC1,-4,.,.,.,14,-2,-3,0.4,-2,-1.8,7
COc1cc(OC)cc(-c2c(C#Cc3ccsc3)c3cc(-c4ccc(OC)nc4)ccc3n2C)c1,-13,-13,2.2,1.2,-6,4,-8,-0.4,-10,1.1,-2
O=C(Nc1ccccc1C(F)(F)F)c1cc(-c2ccco2)on1,-4,77,1.1,2.2,-7,-1,-8,-0.5,-9,2.9,-4
CCOC(=O)C1=NNC(=O)C1,3,.,.,.,-7,1,-3,2.6,0,-2.9,-5
CCn1c(O)c(/C=C2\C=NN=C2c2ccc(C)cc2)sc1=S,-5,-7,-1.9,1.1,22,4,-10,0.3,-2,0.7,-14
O=C(CN1CCCCCC1)N/N=C/c1ccc(Cl)c(Cl)c1,-11,-2,-3.1,-0.3,-7,0,-3,3.9,-1,-2.1,1
CCn1ncc(NC(=O)Nc2cccc(C(F)(F)F)c2)c1C(N)=O,3,-18,2.0,3.7,3,2,-4,2.8,1,2.3,-8
N#Cc1c(N2CCCC2)nsc1-c1ccccc1,1,1,-2.9,2.3,-1,7,1,.,-5,-0.4,-24
CCN(CC)CCNC(=O)CCc1c(C)nc2c(c(C)nn2-c2ccc(C)cc2)c1C,1,-1,.,.,-2,5,10,2.0,-1,-3.7,-20
O=C(Nc1nnc(C2=COCCO2)o1)c1ccc(Br)cc1,3,-6,-5.0,0.1,-10,0,-4,-5.5,4,-2.9,-1
O=C(COC(=O)/C=C/c1cccc([N+](=O)[O-])c1)Nc1cccnc1Cl,0,0,-1.6,0.9,16,-2,-10,3.0,-2,0.5,6
COc1cc(S(=O)(=O)Nc2cccc(C)c2)ccc1NC(=O)c1ccncc1,13,8,1.4,4.7,2,0,-1,3.9,0,0.1,10
O=C(COC(=O)c1ccc(Br)o1)Nc1ccc(F)cc1[N+](=O)[O-],-10,0,-3.0,-1.9,-7,1,4,0.6,-11,-0.2,-3
O=C(CCCCCn1c(=O)[nH]c2ccsc2c1=O)N1CCCCC1,9,129,1.7,4.3,-3,2,3,3.4,1,-0.9,-27
COc1ccc(OC)cc1,7,.,-0.8,0.8,-7,5,5,1.1,0,0.2,7
Cc1nc(NS(=O)(=O)c2ccccc2)sc1C(=O)NNS(=O)(=O)c1ccccc1,-2,-4,-3.3,5.4,0,-1,0,0.1,2,-1.4,5
O=C1c2ccccc2C(=O)C1c1ccc2ccccc2n1,-15,4,0.7,2.9,10,2,-7,2.0,-3,0.6,29
O=[N+]([O-])c1ccc(S(=O)(=O)Nc2nnc(C3CCCCC3)s2)cc1,-2,254,0.3,5.9,2,-1,-6,1.8,13,0.6,-13
S=C(NCc1ccc2c(c1)OCO2)NCc1ccc2c(c1)OCO2,-13,1,0.8,-1.1,3,4,3,1.3,2,0.1,4
CCN(c1ccccc1)S(=O)(=O)c1ccc(Cl)c(NC(=O)COC(=O)c2cccc(OC)c2O)c1,1,-4,-0.3,-0.6,1,-1,-2,2.8,-2,-1.0,2
O=C(O)c1ccc(C(=O)c2cc([N+](=O)[O-])cc([N+](=O)[O-])c2)cc1,-9,.,.,.,2,-1,1,2.5,2,1.6,3
CCCn1nnnc1NCc1ccccc1F,-16,-12,1.5,-1.0,7,1,-9,-0.2,1,-1.4,3
O=C(Cn1c2ccccc2c2nc3n(c(=O)c21)CCS3)Nc1ccccc1,-4,23,-0.7,1.4,0,2,-7,3.0,1,-0.3,-8
CS(=O)(=O)N1CCC(Oc2ccccc2C(=O)NC(C2CC2)C2CC2)CC1,-2,834*,0.8,5.2,6,0,4,0.4,4,-1.9,-1
O=C(Cc1ccc(NC(=O)C2CCN(C(=O)C3CCCCC3)CC2)cc1)Nc1cccc(C(=O)N2CCCCC2)c1,7,.,.,.,6,-2,-5,0.7,0,-0.7,7
COc1ccc(N(C(C)C(=O)N/N=C/c2cc(Br)c(C)o2)S(C)(=O)=O)cc1 (stereo unspecified),-11,12,-3.6,-1.6,-3,-3,3,4.0,2,-1.2,6
O=C(Nc1cc(S(=O)(=O)N2CCOCC2)ccc1N1CCOCC1)c1cc2c(s1)CCC2,0,245,0.2,-1.0,11,-2,5,0.0,-1,-0.9,5
COc1ccc2cc(C(N)=O)c(=Nc3ccc(C)cc3)oc2c1,6,-18,1.2,1.9,1,6,-10,3.0,-2,1.1,-8
O=C(Nc1ccccc1)NC1(C(=O)N2CCN(C(=O)c3ccco3)CC2)CCCCC1,10,.,1.3,3.2,13,-3,0,-1.7,0,-5.2,-40
COc1ccc(-c2csc(NC(=O)c3cc(C)on3)c2C#N)cc1OC,-6,-7,0.5,0.8,2,-4,-7,-0.2,5,-0.1,13
O=C(c1cc(-c2ccccc2)on1)N1CCN(c2ccccc2)CC1,-1,86,1.6,4.0,0,2,-2,-2.8,-3,-2.4,-1
CC(C)C(=O)Nc1cc(S(=O)(=O)N2CCOCC2)ccc1N1CCCCC1,10,-4,-0.4,-2.5,16,5,0,1.3,-1,-0.3,-22
COc1ccc(C2CC(=O)c3c(O)cc(O)cc3O2)c(CC=C(C)C)c1OC (stereo unspecified),-3,-15,-0.5,4.4,9,8,-2,2.3,-9,-1.8,8
OCc1ccccc1N=Cc1cccnc1,2,16,-0.6,3.3,1,1,5,0.9,1,-2.7,-4
CCOC(=O)Cn1c(-c2ccccn2)nc2ccccc21,0,-10,0.5,0.0,-8,1,-1,2.1,-5,-0.9,-4
Fc1ccc(-c2csc(-c3ccc(C4SCCS4)cc3)n2)cc1F,-3,-11,-2.5,-2.8,15,-8,-4,-0.7,-1,-7.4,-8
Cc1ccc(S(=O)(=O)C2(C(=O)Nc3nccs3)CC2)cc1,-11,51,-0.9,-1.0,-4,1,6,-0.7,0,-2.7,-2
CCOC(=O)C1CCCN(S(=O)(=O)c2cc(Br)cc3c2N(C(C)=O)CC3)C1 (stereo unspecified),-3,-2,0.4,3.9,1,2,-9,2.3,1,12,-1
CCNC(=S)N1CCN(CCN=CC2=C(O)CC(C)(C)CC2=O)CC1,3,13,-0.3,-0.3,5,-2,1,1.2,2,-1.0,9
O=C1NC(=Nc2ccccc2)/C(=C/c2ccco2)S1,1,58,5.6,9.8,-8,-1,13,6.5,1,-1.0,2
COc1ccc(-c2cc3ccc(OCC(C)=O)cc3oc2=O)cc1,0,21,1.2,2.6,-3,3,2,-3.0,-2,-3.0,-11
CCn1cc(C(=O)N2CCCC(CO)(Cc3ccccc3C)C2)cn1 (stereo unspecified),12,-24,-1.3,2.4,5,-3,8,2.0,2,-0.1,13
CN1CCN(C(=O)/C(=C/c2cn(C)c3ccccc23)NC(=O)c2ccccc2)CC1,5,5,1.3,2.2,-6,1,6,1.7,1,0.8,-5
CCOC(=O)c1sc(NC(=O)C2CCC2)cc1C,-5,-3,-0.7,4.3,1,0,2,4.7,-2,-2.2,-6
O=C(CCC1CCCC1)Nc1ccc(OCC(=O)N2CCOCC2)cc1,6,0,-1.1,-0.5,19,-2,-2,2.0,3,-0.3,-4
O=[N+]([O-])c1ccccc1/C=N/N1CCN(Cc2ccccc2)CC1,-4,19,3.4,0.0,1,4,-4,0.2,-12,2.1,-15
O=S(=O)(c1ccc(Cl)nc1)N1CCN(Cc2ccc3c(c2)OCO3)CC1,-4,-19,0.7,1.9,-2,-1,2,1.0,-1,0.3,3
CCOC(=O)c1sc(N)c(C#N)c1CSc1nnc(C2CC2)n1N,-4,0,-1.4,1.1,-5,4,10,0.3,-1,-18,-10
O=C(ON=C1CCN(S(=O)(=O)c2ccccc2)CC1)c1cccc(Cl)c1,-4,8,2.1,2.8,0,2,-5,1.5,-2,1.2,3
Cc1cc(=O)oc2cc(OCC(=O)N3CCN(c4ccc(F)cc4)CC3)c(Cl)cc12,14,82,1.9,1.3,3,-3,-7,1.1,0,-0.5,2
O=C(COc1ccccc1Cl)NCCCNC(=O)c1cccnc1,-3,2,0.2,4.5,-2,1,-1,-2.7,1,1.0,-2
c1ccc(-c2nc(CSc3n[nH]c(-c4cccs4)n3)cs2)cc1,-3,19,0.3,3.5,4,5,-7,3.4,-4,-0.7,-16
CN(C)C1=NCC(CSC(=N)N)S1 (stereo unspecified),-6,-20,-0.8,4.4,3,2,6,4.1,0,-0.1,-5
CC(c1ccccc1C(O)(c1ccccc1)c1ccccc1)N(C)C (stereo unspecified),-9,-29,1.1,2.7,14,2,-3,2.1,-1,-1.7,9
CCOc1ccc(-c2noc(COC)n2)cc1OC,1,1,-2.4,2.2,-3,4,-8,0.8,0,0.5,-17
O=C(Nc1ccccn1)NC1CCCCC1,-4,-7,0.5,2.0,5,3,1,2.5,1,0.2,-8
CN(C)c1cc[n+](CC(=O)Nc2ccc(Oc3ccccc3)cc2)cc1,-3,0,0.0,1.2,-3,1,1,7.2,0,-0.1,-4
Cc1ccc(S(=O)(=O)N(CC(=O)N2CCC(C(N)=O)CC2)Cc2ccc(F)cc2)cc1,3,56,-1.7,0.8,-4,-4,-1,-0.8,0,-3.0,-6
CCn1c(SCC(=O)Nc2ccc(C(C)=O)cc2)nc2ccccc21,5,15,0.3,2.3,-4,-1,-3,2.0,-6,-0.1,7

Later entries.
smiles,PKA-R1A act,SUMO Mot1 rescue,E coli growth,AddAB inh,Tat transport,HTR5A ag,PKA-R2B act,phage Ecoli inh,DAGLB inhibitor,CDK5 p35 inh,HTR5A inv ctr
Cc1c(C(=O)OCC(=O)NCCc2ccc(S(N)(=O)=O)cc2)oc2ccccc12,-7,2,3.5,0.2,3,11,5,1.1,-1,-0.3,-28
O=C(Nc1nnc(C2=COCCO2)o1)c1cccc([N+](=O)[O-])c1,7,-7,1.8,2.4,-5,4,-15,0.2,0,-1.1,6
COc1ccc2c(c1)-c1ccccc1S(=O)(=O)N(C)C2,-4,.,-1.1,-1.2,4,0,1,0.6,-1,-0.3,-1
N#Cc1ccc(N/N=C/c2ccccc2)c([N+](=O)[O-])c1,-4,9,-1.5,-1.5,-8,2,9,-1.3,1,0.1,-6
CC(C)CC1=NC(C(F)(F)F)(C(F)(F)F)c2c(n(CC(C)C)c(=O)[nH]c2=O)N1,-13,4,-0.3,4.6,-9,8,-9,-0.9,-1,1.8,-26
CN(C)S(=O)(=O)c1cccc(NC(=O)c2cc(-c3cccs3)nn2-c2ccccc2)c1,-12,0,0.2,2.9,-8,-2,1,0.2,-2,-0.1,-22
Cn1cnnc1SCC(=O)Nc1ccccc1C(=O)NC1CCCC1,1,7,0.6,1.5,-7,-8,-6,2.1,1,-4.9,19
